# Compound activity from PubChem BioAssay.
# Nrf2 block: Nrf2 qHTS screen for inhibitors; Potency, µM (highest dose often 46 µM), for inactives: top-dose activity change, negative = inhibition, actives largely listed as inhibitors; A549 ARE-Fluc reporter, luciferase luminescence, 18-24 h; 2.1% of 360,000 active; note: % is set by controls: 0 for no effect and ±100 for the full control effect; nearly all actives have a fitted effect of over 60% in size
#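 A549 ARE_Fluc cells (5000/well, 5% FBS OPTI-MEM) pre-incubated 2 h, then treated with compounds 18-24 h at 37C/5% CO2 in concentration-response. CellTiter-Fluor viability read first; BugLite luciferase luminescence after 15 min at room temperature gives Nrf2 activity.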
# TGFb inhibitor: qHTS for Inhibitors of TGF-b; HepG2 CAGA-GFP TGF-b/SMAD3 reporter, GFP fluorescence, 18 h; TGF-beta stimulated, 500 pg/mL final; Potency, µM (titrated, usually from 46.1 µM), for the others: top-dose activity, negative = inhibition, usual class: inhibitors; 1.2% of 410,000 active; AID 588855, 2011; note: % is set by controls: 0 for no effect and ±100 for the full control effect; nearly all actives have a fitted effect of over 65% in size
#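 Per well, imaged GFP fluorescence of HEPG2 CAGA-GFP cells gives the signal; cells get compound, then TGF-beta (500 pg/mL final), 18 h at 37 degrees C; %Activity versus -TGF-beta and +DMSO controls.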
# HepG2 tox: qHTS for Inhibitors of TGF-b: Cytotox Counterscreen | HepG2 CAGA-GFP viability, ATP luminescence, 18 h | Potency, µM (doses to about 46.1 µM), inactives show top-dose activity change, negative = cytotoxicity, most hits filed as cytotoxic | AID 588856, 2011 | 0.76% of 410,000 active; note: some results filed as inactive show a strong effect at the top dose
#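 HepG2 CAGA-GFP cells (1000/well, DMEM with 1% FBS) received compound, then TGF-beta at 500 pg/mL final, and were incubated 18 hours at 37 degrees C. Viability was read by CellTiter-Glo luminescence. Media-only wells were set as complete cell-killing and DMSO as no toxicity.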
# EPAC2 antagonist: qHTS for Antagonist of cAMP-regulated guanine nucleotide exchange factor 2 (EPAC2): primary screen; Rap guanine nucleotide exchange factor 4 (Homo sapiens), Q8WZA2; EPAC2 GEF exchange of Rap1B-BODIPY-GDP, fluorescence; Potency, µM (doses to about 114 µM), for the others: at the top dose activity, negative = inhibition, actives largely listed as inhibitors; 0.18% of 360,000 active; AID 720708, 2013; note: % is set by controls: 0 for no effect and ±100 for the full control effect; nearly all actives have a fitted effect of over 45% in size; many of its hits are not listed in these tables
# Target sequence (Q8WZA2 whole entry, looked up): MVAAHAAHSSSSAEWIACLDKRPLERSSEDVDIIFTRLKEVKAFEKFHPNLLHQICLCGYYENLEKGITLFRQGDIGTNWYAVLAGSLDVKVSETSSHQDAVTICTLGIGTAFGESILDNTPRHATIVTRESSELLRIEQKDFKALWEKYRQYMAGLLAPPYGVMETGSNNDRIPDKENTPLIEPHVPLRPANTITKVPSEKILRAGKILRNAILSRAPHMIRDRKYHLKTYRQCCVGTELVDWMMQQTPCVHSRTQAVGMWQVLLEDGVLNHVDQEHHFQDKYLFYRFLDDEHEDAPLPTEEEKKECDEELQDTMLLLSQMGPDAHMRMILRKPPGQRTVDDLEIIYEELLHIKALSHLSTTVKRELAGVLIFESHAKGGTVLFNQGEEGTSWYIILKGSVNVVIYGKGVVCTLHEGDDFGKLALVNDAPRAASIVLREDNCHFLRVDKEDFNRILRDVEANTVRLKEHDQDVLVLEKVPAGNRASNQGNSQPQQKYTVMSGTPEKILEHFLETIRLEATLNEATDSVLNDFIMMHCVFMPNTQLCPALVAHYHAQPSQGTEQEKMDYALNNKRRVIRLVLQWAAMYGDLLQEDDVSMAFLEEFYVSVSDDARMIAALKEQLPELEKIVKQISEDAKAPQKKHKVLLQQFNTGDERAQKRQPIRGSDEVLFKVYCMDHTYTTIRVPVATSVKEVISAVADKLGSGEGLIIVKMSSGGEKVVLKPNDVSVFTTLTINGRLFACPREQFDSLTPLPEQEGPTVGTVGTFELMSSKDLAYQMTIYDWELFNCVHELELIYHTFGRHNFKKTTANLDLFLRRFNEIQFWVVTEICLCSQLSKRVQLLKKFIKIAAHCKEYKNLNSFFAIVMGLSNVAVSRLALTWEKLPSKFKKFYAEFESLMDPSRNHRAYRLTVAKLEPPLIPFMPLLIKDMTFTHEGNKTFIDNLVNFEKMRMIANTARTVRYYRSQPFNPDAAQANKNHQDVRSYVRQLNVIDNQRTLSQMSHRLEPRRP
# MCF10A rereplic: A quantitative high throughput screen for small molecules that induce DNA re-replication in MCF 10a normal breast cells; MCF 10A DNA re-replication, Hoechst nuclear intensity, 48 h; 2.9% of 350,000 active; AID 624296, 2012; Potency, µM (titrated, usually from 46.1 µM), for the others: at the highest dose activity, positive = re-replication, hits mostly activators; note: % of control where 0% means no effect; nearly all actives have a fitted effect of over 50% in size
# ATXN2 expr inh: Primary qHTS for Inhibitors of ATXN expression | HEK-293 ATXN2-luciferase reporter, luminescence, 24 h | Potency, µM (highest dose often 57 µM), inactives show at the highest dose activity change, negative = inhibition, usual class: inhibitors | 0.72% of 360,000 active; note: % is set by controls: 0 for no effect and ±100 for the full control effect; nearly all actives have a fitted effect of over 55% in size
#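 ATXN2-luciferase reporter cells (luciferase flanked by upstream and downstream ATXN2 gene portions) were treated 24 h at 37 °C with compounds at up to 57 uM. SteadyGlo luminescence gave expression; GF-AFC fluorescence gave viability.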
# S2 tox: Viability Counterscreen for Primary qHTS for Inhibitors of ATXN expression | 0.49% of 400,000 active | Potency, µM (top dose mostly 56.7 µM), most hits filed as cytotoxic | S2 cells (HEK-293 line with an ATXN2-luciferase reporter) viability, CellTiter-Fluor protease fluorescence, 24 h; note: nearly all actives have a fitted effect of over 40% in size
# A549 viability: Nrf2 qHTS screen for inhibitors: counterscreen for cytotoxicity | AID 504648, 2011 | 0.16% of 390,000 active | A549 ARE-Fluc cells, CellTiter-Fluor viability, 18-24 h | Potency, µM (series often up to 46 µM), for inactives: at the highest dose activity change, negative = cytotoxicity, most hits filed as inhibitors; note: % is set by controls: 0 for no effect and ±100 for the full control effect
#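 A549 ARE-Fluc cells in 5% FBS OPTI-MEM, 5000 cells/well, rested 2 h then exposed to compounds in concentration-response for 18-24 h at 37 °C. Viability by CellTiter-Fluor fluorescence (Ex 405/Em 525) after 30 min; luciferase luminescence (BugLite, 15 min, RT) read afterwards.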
# Nrf2 activator: qHTS of Nrf2 Activators; Potency, µM (series often up to 46.1 µM), without a hit: at the highest dose activation, usual class: activators; 0.31% of 410,000 active; AREc32 ARE-luciferase reporter (MCF7-derived line), luminescence, 24 h; AID 624171, 2012; note: % of control where 0% means no effect; nearly all actives have a fitted effect of over 65% in size
#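 Luciferase luminescence (Steady-Glo, 30 min at room temperature) served as the read-out of ARE activation in AREc32 cells treated with compounds for 24 hr at 37 deg C.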
# * = called active by the depositor; i = inactive; ? = inconclusive; nt = not tested or not shown; [ ] = another dose, or the depositor's remark. Calls come from the whole dose curve; as a rule, active = well fitted curve in the direction sought with a large enough effect; inconclusive = small, poorly fitted or top-dose-only effect, or another doubt; inactive = no such curve, though single readings can be large; an effect the other way counts as inactive or inconclusive. Potency is the fitted concentration of half-maximal effect. Some of the compounds tested; the hit share may differ from the screen's.
SMILES,Nrf2 block,TGFb inhibitor,HepG2 tox,EPAC2 antagonist,MCF10A rereplic,ATXN2 expr inh,S2 tox,A549 viability,Nrf2 activator
CNc1nc2c(C)cccn2c(=O)c1C=NCc1ccccc1,-2.3%,0.0%,5.1%,-5.5%,-7.7%,-8.2%,i,-0.4%,-0.9%
Cc1nn(-c2ccccc2)c(NC(=O)c2cccs2)c(-c2ccccc2Cl)c1=O,-10.7%,-1.4%,-8.4%,-0.2%,1.0%,-16.5%,i,-0.5%,0.2%
Cn1cnc2cc(NCc3ccc(Cl)cc3)ccc21,?,-6.9%,-0.3%,-4.2%,8.0%,nt,i,-0.4%,4.9%
CCOC(=O)N1CCN(C(=O)c2cc(OCC)c(OCC)c(OCC)c2)CC1,-20.1%,-18.3%,-14.0%,4.4%,-2.4%,13.8%,i,9.5%,-0.3%
C#CCOCCOCCOCCNc1nc(N2CCN(C(=O)[C@H]([C@@H](C)CC)n3cc([C@@H](N)CO)nn3)CC2)nc(N2CCN(C(=O)[C@H](Cc3ccc(O)cc3)n3cc([C@@H](N)CC(C)C)nn3)CC2)n1,2.0%,-2.2%,-1.7%,-0.5%,?,-3.5%,i,-2.8%,-1.1%
COC(=O)CSc1ccc(S(=O)(=O)N2CCCCCC2)cc1[N+](=O)[O-],-2.2%,-10.5%,2.0%,1.8%,1.5%,-16.3%,i,-0.6%,0.5%
O=C(COc1ccccc1)Nc1nnc(-c2ccc(Cl)cc2)o1,-1.9%,22.3%,0.8%,1.4%,2.3%,-3.9%,i,-3.8%,0.2%
CCOc1cc(CNC(=O)NC2COc3ccc(OC)cc3C2)cc(OCC)c1OCC (configuration not stated),nt,-27.2%,-33.9%,nt,nt,nt,nt,10.3%,-0.7%
COc1cccc(OC)c1C(=O)Nc1ccc(S(=O)(=O)Nc2ncccn2)cc1,-6.7%,-12.8%,-33.6%,5.6%,1.2%,-26.0%,i,8.0%,-0.4%
CS(=O)(=O)c1ccc(C(=O)NCCN2C(=O)S/C(=C\c3cccnc3)C2=O)cc1[N+](=O)[O-],0.1%,14.1µM*,-142.1%,4.0%,13µM*,nt,nt,1.2%,-4.7%
COc1ccc(-n2c(O)c(C=NCC(c3ccco3)N3CCCC3)c3ccccc3c2=O)cc1OC (configuration not stated),-1.0%,3.1%,1.8%,1.0%,10.3%,-15.5%,i,-11.3%,0.6%
NS(=O)(=O)c1ccc(S(=O)(=O)N2CCN(c3nc(-c4cccs4)nc4ccccc34)CC2)cc1,?,-26.8%,0.2%,nt,nt,nt,nt,2.1%,nt
CCCN(CC(=O)Nc1ccccc1C)C(=O)C1CCN(c2ncnc3sc(C)c(C)c23)CC1,?,?,-14.3%,2.8%,?,-19.1%,i,-10.5%,-0.7%
Cc1ccc(C)c(NC(=S)NC(NC(=O)N(C)C)C(Cl)(Cl)Cl)c1 (configuration not stated),?,-5.1%,0.1%,6.4%,-3.6%,-3.3%,i,0.9%,0.1%
CCOc1ccccc1C(=O)N(Cc1ccco1)Cc1ccco1,3.4%,0.0%,-24.2%,nt,nt,nt,nt,0.2%,6.9%
COc1cc(C(=O)OC(C)c2ccc(F)cc2)ccc1OCC(=O)N1CCOCC1 (configuration not stated),-7.3%,-4.2%,-5.3%,-7.2%,-1.1%,-11.8%,i,-4.2%,2.8%
CN1CCN(c2ccc(NC(=O)c3ccco3)cc2Cl)CC1,-27.5%,-13.1%,-3.4%,1.4%,-3.0%,-21.6%,i,-8.3%,-0.5%
O=C(CCNS(=O)(=O)c1ccccc1C(F)(F)F)N1CCN(S(=O)(=O)c2cccc(F)c2)CC1,-1.4%,0.6%,2.3%,5.7%,?,9.8%,i,0.6%,-0.6%
COc1ccc(CN2CCCC(C(=O)N3CCCC3)C2)c(OC)c1OC (configuration not stated),nt,1.3%,2.7%,?,nt,0.1%,i,nt,-0.4%
CCOc1ccccc1CN1CCN(CCCc2ccccc2)CC1CCO (configuration not stated),-2.1%,-3.3%,-18.0%,7.8%,17.7%,110.1%[activator],i,1.7%,-0.6%

# One compound at a time (already shown):
# Cc1ccc(C)c(NC(=S)NC(NC(=O)N(C)C)C(Cl)(Cl)Cl)c1 (configuration not stated) is listed with Nrf2 block: ?; TGFb inhibitor: -5.1%; HepG2 tox: 0.1%; EPAC2 antagonist: 6.4%; MCF10A rereplic: -3.6%; ATXN2 expr inh: -3.3%; S2 tox: i; A549 viability: 0.9%; Nrf2 activator: 0.1%
# O=C(COc1ccccc1)Nc1nnc(-c2ccc(Cl)cc2)o1 is listed with Nrf2 block: -1.9%; TGFb inhibitor: 22.3%; HepG2 tox: 0.8%; EPAC2 antagonist: 1.4%; MCF10A rereplic: 2.3%; ATXN2 expr inh: -3.9%; S2 tox: i; A549 viability: -3.8%; Nrf2 activator: 0.2%

# Next section.
SMILES,Nrf2 block,TGFb inhibitor,HepG2 tox,EPAC2 antagonist,MCF10A rereplic,ATXN2 expr inh,S2 tox,A549 viability,Nrf2 activator
Cc1cc([N+](=O)[O-])cc2c1NC(=O)C2(O)N1CCOCC1 (configuration not stated),13.8%,-6.8%,-5.5%,3.3%,22.5%,16.8%,i,-8.0%,-0.6%
COc1ccc2nc(NC(=O)c3nc(SC(C)C)ncc3Cl)sc2c1,23.5%,-2.8%,2.3%,nt,nt,4.9%,i,-1.2%,1.5%
COc1ccc(CC(=O)N2N=C(C)CC2(O)c2cccnc2)cc1OC (configuration not stated),8.6%,-2.6%,-19.2%,-5.2%,3.2%,-3.0%,i,1.2%,0.1%
COc1ccc(C(=O)NCCOc2cccc(OC)c2)cc1,2.8%,2.7%,-15.2%,-5.1%,10.6%,nt,?,1.2%,-0.4%
CCCCN(C(=O)C1=NN(c2ccccc2)C(=O)CC1)c1c(N)n(CCC)c(=O)[nH]c1=O,1.6%,7.9%,-1.6%,-1.5%,-2.8%,-22.1%,i,-10.1%,-0.6%
CCCCOC(=O)Nc1nnc(COc2ccccc2)s1,2.7%,3.5%,-1.5%,-2.0%,3.2%,2.7%,i,7.9%,-0.1%
CCc1cc2c(=O)c(-c3cscn3)coc2c(CN(C)C)c1O,-0.4%,0.0%,-13.1%,-5.2%,10.3µM*,-36.3%,i,-9.4%,4.3%
C=CCN(c1ccc(C(=O)NCCCn2ccnc2)cc1)S(C)(=O)=O,3.1%,9.9%,23.1%,-1.5%,12.0%,5.1%,i,2.2%,-0.6%
Cc1cccc(-n2c(SC(C)C(=O)O)nc3sc4c(c3c2=O)CCCC4)c1 (configuration not stated),-16.0%,-10.5%,-1.2%,9.4%,-13.5%,7.8%,i,-10.5%,-0.4%
c1ccc(OCCCCN2CCCCC2)cc1,15.7%,-3.7%,3.4%,7.4%,?,1.2%,i,2.1%,-0.6%
C/C(CCC(C)C)=N\NC(=O)COc1ccccc1-c1ccccc1,-2.5%,?,0.0%,?,?,18.7%,i,-16.2%,-0.5%
Cn1c(=O)oc2cc(S(=O)(=O)Nc3ccccc3)ccc21,0.1%,1.2%,0.4%,-1.5%,-12.6%,29.0%,i,1.2%,-0.4%
CC(C)(C)C(=O)c1c(N)[nH]c(C(=O)c2ccccc2)c1-c1ccc(C(F)(F)F)cc1,nt,nt,nt,6.0%,nt,11.6%,i,nt,1.9%
CC(C)(C)N(Cc1ccccc1)C(=O)COC(=O)C1=NN(c2ccccc2)C(=O)CC1,10.8%,?,-1.1%,2.3%,-0.8%,5.3%,?,-4.6%,0.0%
CC1=CC(C)(C)Nc2ccc(OC(=O)CN3C(=O)c4cccc5cccc(c45)C3=O)cc21,?,-4.4%,-18.8%,-1.1%,14.6µM*,?,i,-4.5%,?
CCN(C(=O)CN1C(=O)S/C(=C\C=C\c2ccccc2)C1=O)C1CCS(=O)(=O)C1 (configuration not stated),11.4%,20.8%,-1.0%,2.2%,7.2%,nt,i,0.8%,-0.8%
O=C(N/N=C/c1ccco1)c1ccc(C(=O)N/N=C/c2ccco2)o1,10.3%,-25.3%,-21.6%,-11.5%,4.6%,4.1%,i,9.9%,4.4%
CCCCNC(=S)NC(C)(C)CO,3.1%,3.8%,12.1%,5.0%,-1.8%,nt,i,1.2%,0.2%
COc1ccc(S(=O)(=O)NC2CCSc3ccccc32)cc1OC (configuration not stated),-4.1%,2.2%,-0.9%,-13.9%,0.7%,4.4%,i,7.8%,-0.2%
Fc1ccccc1CCNc1c2c(nc3ncnn13)CCCC2,?,-23.2%,-4.2%,5.8%,0.4%,-26.1%,i,-9.8%,0.3%
COc1cc(C2C(C#N)=C(N)Oc3cc(C)oc(=O)c32)cc(OC)c1OC (configuration not stated),-0.5%,21.2%,3.4%,1.3%,15.5%,3.4%,i,-6.8%,-0.3%
CN1CCN(NC(=O)c2cc([N+](=O)[O-])cc([N+](=O)[O-])c2)CC1,20.7%,0.0%,-24.1%,2.7%,13.8%,-10.6%,i,-0.5%,0.0%
CC(=O)NC(CC(=O)OCC(=O)N1c2ccccc2NC(=O)C1(C)C)c1ccccc1 (configuration not stated),-8.3%,6.1%,-3.7%,8.3%,2.3%,2.2%,i,-4.8%,-0.1%
CC(=O)N/C(=N/c1nc(C)cc(C)n1)Nc1cccc(C)c1,-4.0%,-18.4%,-22.9%,16.0%,1.7%,-26.8%,i,-0.2%,2.4%
Cc1cc(=O)oc2c(CN3CCOCC3)c(O)ccc12,0.9%,13.9%,-13.3%,5.6%,-24.9%,0.0%,i,-0.1%,-1.4%
CCOc1ccc(Cl)cc1C1CC(=O)Nc2cc(OC)c(OC)c(OC)c21 (configuration not stated),-8.3%,6.4%,4.5%,nt,nt,12.7%,i,1.3%,-0.7%
COc1ccccc1-c1cc(C(=O)Nc2cc(C)n(Cc3ccc(Cl)cc3)n2)no1,?,0.7%,-29.9%,6.4%,?,?,nt,?,0.8%
Cc1cccc(NC(=O)c2cc3cc([N+](=O)[O-])ccc3s2)n1,4.6%,-26.9%,-28.4%,1.6%,-7.6%,-5.4%,?,9.4%,-0.1%
